# MITF act: MITF TRPM1 promoter activation in melanoma cells; SK-MEL-5 TRPM1-promoter luciferase, 24 h; % of positive control, neutral wells = 0; AID 588334; activation, % at 12.5 µM; 300,000 tested, 0.75% active;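 active means mean activation of at least 80% with every replicate also reaching 80%; inconclusive means mean reaches 80% but some replicate falls short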;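 further: 0% = neutral control wells and 100% = parthenolide positive control wells; values of inactives mirror those of a sister screen read the other way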
# dFosB act: activators of mouse delta FosB homodimer; activation, % at 25 µM; 340,000 tested, 0.99% active; purified delta FosB, TAMRA-CDK5 oligo fluorescence polarization; percent of positive-control signal above neutral wells; P13346; AID 493131;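 active means mean activation above about 17%, with every replicate also reaching it, limit read from the data, passing the limit was not always enough; inconclusive means only one of the two conditions met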;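 further: fluorescence polarization rise as delta FosB binds a TAMRA Cdk5 AP-1 oligo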
# Target sequence (P13346 whole entry, looked up): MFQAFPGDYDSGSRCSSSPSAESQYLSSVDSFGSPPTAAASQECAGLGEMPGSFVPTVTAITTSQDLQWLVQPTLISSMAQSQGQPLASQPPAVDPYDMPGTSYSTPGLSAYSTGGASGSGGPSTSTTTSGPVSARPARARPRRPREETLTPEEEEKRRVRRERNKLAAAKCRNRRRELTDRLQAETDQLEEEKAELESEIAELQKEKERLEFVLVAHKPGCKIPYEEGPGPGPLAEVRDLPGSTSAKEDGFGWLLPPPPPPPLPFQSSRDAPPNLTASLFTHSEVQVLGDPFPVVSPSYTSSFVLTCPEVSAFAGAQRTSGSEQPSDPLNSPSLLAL
# PvdQ inh: blocks Pseudomonas aeruginosa PvdQ acylase activity | purified PvdQ acylase, fluorescence plate reader | 340,000 tested, 0.063% active | AID 488965 | inhibition, % at 10 µM; in the data active means inhibition above about 30%, passing the limit was not always enough; inconclusive means no clear call, values can overlap the other calls;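 further: 0% = vehicle neutral wells and 100% = reference inhibitor wells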
# SR-BI DiI-HDL act: activators of SR-BI mediated HDL lipid uptake; CHO ldlA[mSR-BI] cells, DiI-HDL uptake fluorescence, 3 h; 100 = double the neutral-control signal; 320,000 tested, 0.096% active; activation, % at 12.5 µM;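 active means mean replicate activation of at least 60% and every replicate at or above 60%; inconclusive means mean or all-replicate condition met, but not both; inactive means mean below 60% and not all replicates reaching 60%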;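 further: 0% = median plate neutral-control signal and 100% = twice that signal; values of inactives mirror those of a sister screen read the other way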
#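 system = CHO ldlA[mSR-BI] cells, LDL receptor-null, SR-BI overexpressing | medium = Ham's F12 with 0.5% BSA, HEPES 25 mM, pH 7.4 | probe or stimulus = DiI-HDL 10 µg/mL | compound dosing = single-point compound dose | incubation = compound exposure 3 h, 37 °C | technique = DiI fluorescence, bottom read | read-out = cell-associated DiI fluorescence as measure of HDL uptake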
# HTR5A ag: counter-screen for OPRM1-OPRD1 agonists: human HTR5A agonism; P47898; HTR5A agonist assay, luminescence, cell-based; activation, % at 9.3 µM; 340,000 tested, 0.61% active; in the data active means activation mostly above about 9.5%, no sharp cut-off; inactive means mostly below about 7.6%;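 further: 0% = cells with vehicle only and 100% = reference agonist; strong numbers were not always called active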
# Target sequence (P47898 whole entry, looked up): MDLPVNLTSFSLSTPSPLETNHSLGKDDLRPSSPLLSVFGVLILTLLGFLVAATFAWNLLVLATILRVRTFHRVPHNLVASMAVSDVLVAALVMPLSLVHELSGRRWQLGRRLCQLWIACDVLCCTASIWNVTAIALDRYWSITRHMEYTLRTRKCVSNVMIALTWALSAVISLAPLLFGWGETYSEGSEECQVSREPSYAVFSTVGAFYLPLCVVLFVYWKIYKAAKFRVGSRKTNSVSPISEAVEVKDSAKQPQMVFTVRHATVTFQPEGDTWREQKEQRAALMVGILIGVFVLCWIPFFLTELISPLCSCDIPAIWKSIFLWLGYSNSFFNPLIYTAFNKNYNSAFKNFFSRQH
# SR-BI HDL uptake: mouse SR-BI HDL lipid transfer inhibition. Q61009. ldlA[mSR-BI] CHO cells, DiI-HDL uptake fluorescence, 3 h. inhibition, % at 12.5 µM. 320,000 tested, 0.96% active. AID 488896;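 active means mean replicate inhibition of at least 70% and a set share of replicates each scoring 70 or more; inconclusive means meets just one of the two criteria; inactive means fails both criteria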;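 further: 0% = median of neutral control wells and 100% = median of positive control wells; values of inactives mirror those of a sister screen read the other way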
# Wnt bcat act: Wnt/beta-catenin pathway activation; Wnt/beta-catenin reporter cell assay, activator, plate reader; activation, % at 9.35 µM; 300,000 tested, 1.2% active; AID 743398; in the data active means activation above about 30%, passing the limit was not always enough; inconclusive means no clear call, values can overlap the other calls;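 further: 0% = neutral control wells and 100% = positive control wells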
# Rtt109 HAT inh: C. albicans Rtt109 histone acetyltransferase inhibition; Q5AAJ8; purified Rtt109/Vps75, ThioGlo CoA-SH fluorescence, 4 h; inhibition, % at 34.9 µM; 330,000 tested, 0.16% active; AID 540336;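 active means inhibition of at least 50% in every replicate; inconclusive means best replicate reaches 50% inhibition but some replicates fall short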
# Target sequence (Q5AAJ8 whole entry, looked up): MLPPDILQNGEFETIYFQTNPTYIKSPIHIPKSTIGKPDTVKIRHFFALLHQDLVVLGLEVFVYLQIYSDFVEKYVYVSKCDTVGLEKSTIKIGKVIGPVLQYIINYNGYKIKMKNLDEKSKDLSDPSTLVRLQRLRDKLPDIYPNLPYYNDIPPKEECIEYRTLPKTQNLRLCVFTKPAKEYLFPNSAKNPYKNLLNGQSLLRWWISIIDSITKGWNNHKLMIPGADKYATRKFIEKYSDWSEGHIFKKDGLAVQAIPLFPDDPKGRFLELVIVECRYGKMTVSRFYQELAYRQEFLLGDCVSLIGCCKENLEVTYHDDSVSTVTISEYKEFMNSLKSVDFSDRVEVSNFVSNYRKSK
# cardiac RTF act: cardiac RTF calcium sensitization; P19429+P45379; IANBD-labeled TnC RTF fluorescence at EC20 calcium; 0% EC20 calcium, 100% full calcium; activation, % at 7.2 µM; 340,000 tested, 0.24% active; AID 493008;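 active means activation above the mean over all tested compounds plus 3 SD, cut at about 30% in these data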;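 further: rise in fluorescence read as greater calcium sensitivity of cardiac thin filaments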
# CDK5 inh: inhibitors of human CDK5/p35 kinase. Recombinant CDK5/p35, ADP-Glo luminescence, 60 min. inhibition, % at 10 µM. Q00535+Q15078. 330,000 tested, 0.01% active;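 active means highest replicate inhibition of at least 50% and at least 75% of replicates reaching 50%; inconclusive means only one of the two criteria met; inactive means both criteria failed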;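 further: plate controls were DMSO neutral control for no effect and GW8510 at 10 µM for full effect; many of its hits are not listed in these tables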
# Starred values were filed as active, the others as inactive; ? = inconclusive; · = no result given. The order is random, and some 4.4% of all compounds hit somewhere here.
molecule,MITF act,dFosB act,PvdQ inh,SR-BI DiI-HDL act,HTR5A ag,SR-BI HDL uptake,Wnt bcat act,Rtt109 HAT inh,cardiac RTF act,CDK5 inh
COc1ccc(OC)c(CCNC(=O)c2ccc3c(=O)[nH]c4c(C(=O)NC(C)C)sc(=S)n4c3c2)c1,6,-25,7,-8,-3,8,0,14,-2,-0.9
CCc1ccc(-c2nn(-c3ccccc3C)cc2C(=O)N2CCN(C3CCS(=O)(=O)C3)CC2)cc1 (stereo not drawn),-5,-2,-14,6,7,-6,3,1,0,-0.5
CC1CC(C)CN(C(=O)COC(=O)c2ccc(S(=O)(=O)N(C)c3ccccc3)cc2)C1 (stereo not drawn),-17,-21,5,3,1,-3,-2,17,-2,0.9
O=C(COc1ccc2ccccc2c1)N1CCNCC1,4,-2,-8,5,-2,-5,2,-12,0,2.6
O=C(c1ccccc1)n1ccc(-c2cccs2)n1,-6,3,-9,3,-2,-3,6,2,-1,1.7
O=C(NC1CC1)c1cc2c(s1)-c1ccccc1OC2,20,-4,-12,-6,-6,6,11,-64,3,0.3
COc1cccc(C(=O)NCCS(=O)(=O)N2CCOCC2)c1,3,2,-13,4,-1,-4,1,-2,2,-1.7
COc1cccc(N2C(=O)C3CCCN3C2=S)c1 (stereo not drawn),4,-8,-5,9,-1,-9,1,-6,0,-0.7
COc1ccc(C(=O)Nc2sc(C)c(C)c2CN2CC(C)OC(C)C2)cc1 (stereo not drawn),10,-5,-16,11,0,-11,9,-1,4,1.2
N#CCSc1nnc(-c2ccc(F)cc2)n1N,-3,4,-6,39,3,-39,-1,1,1,0.4
COc1ccccc1N1CCN(/N=C/c2cccc(O)c2)CC1,45,6,-12,-33,-3,33,23,3,-4,3.3
Cc1cc(NC(=O)CSc2nnc(C)n2-c2ccccc2C)no1,1,2,9,28,0,-28,-1,-1,0,-1.0
O=C(CCN1CCN(Cc2ccccc2)CC1)NNC(=O)Nc1cccc(Cl)c1,-2,-8,11,14,3,-14,1,3,5,-1.2
NC(=O)c1nn(CC(=O)Nc2cccc(S(=O)(=O)N3CCCC3)c2)c(=O)c2ccccc12,-3,-2,-11,-15,-1,15,-1,1,1,-0.4
CC(=O)N1CCCc2cc(S(=O)(=O)NC(C(=O)NC3CCCCC3)C(C)C)ccc21 (stereo not drawn),5,0,6,36,-1,-36,-2,-2,-7,-1.5
CC12CCC(C(=O)NNC(=O)c3ccccc3)(OC1=O)C2(C)C (stereo not drawn),-4,2,-12,10,3,-10,0,-1,4,-4.5
CCN(c1cccc(C)c1)C1C(=O)c2ccccc2N1C(C)=O (stereo not drawn),-12,-2,-8,-4,-1,4,2,-1,-3,-2.1
CN(CCc1ccccc1)C(=O)c1cccc(NC(=O)Cc2cccc(NC(=O)C3CCCN(C(=O)CCc4ccccc4)C3)c2)c1 (stereo not drawn),-13,-13,-13,-79,1,79*,-4,10,0,-3.6
COc1ccc(C(C)=O)cc1CSc1nc2cc(Cl)ccc2o1,6,-12,7,-48,1,48,·,3,-6,-0.3
Cc1cc(Br)c2c(c1)/C(=C/C(=O)c1cccs1)C(=O)N2,-49,4,-11,-1,2,1,5,·,0,0.9
Cc1cc(C)c(S(=O)(=O)n2ccc3ccccc32)c(C)c1,-4,8,-5,-19,0,19,1,-4,-2,0.5
Cc1cc2nc(C3CCN(C(=S)NCC(C)C)CC3)[nH]c2cc1C,-3,-5,0,18,6,-18,·,·,-2,2.8
Cc1c(C(=N)C(C#N)C#N)c(=N)oc2c1ccc1ccccc12,-3,-33,0,-19,-5,19,3,-5,0,0.8
O=C(NC1CCC(O)CC1)c1ccc(-c2ccc(Cl)cc2)o1 (stereo not drawn),74,-8,-11,-17,-3,17,26,3,1,-0.7
CC(=O)O/N=C/c1c(C)c(C=O)n2ccccc12,-3,1,0,34,5,-34,0,8,-2,1.6
C=CCn1c(COc2ccccc2C)nnc1SCC(=O)O,2,-5,-7,-43,5,43,·,7,1,0.4
COc1ccc(S(=O)(=O)NCCc2c[nH]c3ccc(C)cc23)cc1,-4,1,-11,·,-1,·,-1,-3,3,-0.2
Cc1cc(C)nc(N/N=C/c2cc(Br)ccc2O)n1,-8,1,1,-37,-11,37,8,-3,2,-8.9
COc1ccccc1-c1nnc(-c2ccc(N3CCOCC3)cc2)o1,74,-6,-25,-6,4,6,·,-3,-1,1.3
CCCCN1C(=N)N([C@@H](CCC)CN2CCC[C@H]2CN2C(N)=NC[C@@H]2Cc2ccccc2)C[C@H]1Cc1ccccc1,11,-2,-13,33,0,-33,2,?,7,3.0
CCC(=O)Nc1c(-c2ccc(OC)cc2)c(=O)c2ccccc2n1C,5,-3,-19,13,1,-13,-8,0,-2,-0.3
COc1nc(N(C#N)CC(N)=O)nc(N2CCCC2)n1,·,3,-18,21,3,-21,·,-6,8,-0.7
COc1ccc(/C=C/C(=O)OCC(=O)N2CCCC2)c(OC)c1,8,-3,-2,5,-2,-5,-2,-2,0,1.2
CCN1C(=O)C2C(c3cccc(F)c3)NC(CC)(C(=O)OC)C2C1=O (stereo not drawn),0,2,-3,16,3,-16,·,9,0,-1.1
COc1ccccc1N(CN1CCCC1=O)C(=O)c1ccccc1F,10,0,2,?,-2,-60,·,-11,3,-0.6
O=C(c1ccccc1NS(=O)(=O)c1cccs1)N1CCOCC1,·,-7,-12,-6,1,6,·,7,1,0.0
C/C(=C\C(=O)c1ccccc1)Nc1ccc(O)cc1,·,-12,-8,14,-1,-14,·,7,0,1.0
COc1ccccc1C(=O)N(Cc1sccc1C)C1CCS(=O)(=O)C1 (stereo not drawn),-9,-4,-11,25,-2,-25,-1,-1,-3,·
C=CC(n1cncn1)C(O)(c1ccccc1)c1ccccc1 (stereo not drawn),10,-1,-6,-1,9,1,1,-6,3,-0.3
O=C(O)CSc1nnc(-c2cccs2)n1-c1ccc(Cl)cc1,13,-3,-12,20,-3,-20,2,-16,-4,0.9
Cc1ccc(N(C(=O)Cc2cccs2)C(C(=O)NC2CCCCC2)c2ccccn2)cc1C (stereo not drawn),7,-6,-1,-22,15*,22,·,-2,-2,-1.3
CC(=O)Nc1sc(/C(C#N)=C/c2ccc(Cl)c(Cl)c2)nc1-c1ccc(C)cc1,-1,-4,7,-19,0,19,3,7,76*,0.0
Cc1ccc(OCCNC(=O)c2ccccc2N)cc1,24,0,-19,-3,-4,3,8,-8,5,-0.1
OCCNC(=S)Nc1cccc(Cl)c1Cl,3,-6,5,1,8,-1,-2,6,9,0.3
CCn1c(N)c(C(=O)NCc2ccco2)sc1=S,0,4,-7,25,4,-25,·,1,9,-4.0
CCOc1ccc2nc(SCC(=O)NCc3ccc4c(c3)OCO4)[nH]c2c1,-17,1,-8,4,1,-4,·,1,2,0.1
CCCCCCCCOC(=O)CCc1c(C)[nH]c(=S)[nH]c1=O,-2,-3,-2,-80,15*,80*,·,7,-4,0.7
CC1(C)Cc2c(sc3c2c2ncnn2c2nnc(SCC(=O)NCc4ccco4)n32)CO1,-14,-4,-12,0,-1,0,·,-1,1,-0.1
COc1ccccc1/C=C1/SC(=S)N(C(C)C(=O)NC2C=CS(=O)(=O)C2)C1=O (stereo not drawn),0,-2,4,-15,1,15,0,-8,0,·
CN(C1CCCCC1)S(=O)(=O)c1ccc2[nH]c(=O)oc2c1,-6,0,1,·,-3,·,-1,1,-1,5.6
Cc1ccc(Cn2ncc3c(N4CCN(C)CC4)ncnc32)cc1,5,-5,-14,12,-2,-12,2,-1,2,-0.7
CC(C)(C)C1CCc2c(sc3c2C(=O)NC(c2ccco2)N3)C1 (stereo not drawn),95*,-15,-8,-9,5,9,1,-6,-19,1.1
COc1cccc(C(=O)c2c(-c3ccccc3)ncc3cc(OC)c(OC)cc23)c1,5,-20,-10,5,3,-5,-3,-16,-2,-4.1
COc1ccc(CCNC(=O)c2cc(C(C)C)on2)cc1OC,·,-5,-21,-3,3,3,1,3,6,-3.2
COc1ccc(Nc2nc(C)nc3c2oc2ccccc23)cc1,3,-6,-11,9,-1,-9,3,-9,0,1.3
CC(C)[C@H](NC(=O)c1cc2cc(Cl)ccc2n1C)C(=O)N1CCC(C(=O)O)CC1,-3,2,-7,12,-3,-12,0,3,-6,-0.6
COc1cc(NC(=O)C2CCCCN2)ccc1OCC(C)C (stereo not drawn),1,-10,-17,-63,1,63,·,-9,16,-1.4
c1ccc(CCCCNCC2COc3ccccc3O2)cc1 (stereo not drawn),21,-18,-9,24,12,-24,1,·,-1,-1.2
Cc1cccc(N(CC(=O)NC2CCCC2)C(=O)c2csnn2)c1C,-2,12,-11,-8,-1,8,-2,1,-5,0.3
Cc1ccc(-c2csc3nnc(SCC(=O)NCc4ccco4)n23)cc1,-7,-11,1,-13,1,13,·,12,-6,1.2

# Next part:
molecule,MITF act,dFosB act,PvdQ inh,SR-BI DiI-HDL act,HTR5A ag,SR-BI HDL uptake,Wnt bcat act,Rtt109 HAT inh,cardiac RTF act,CDK5 inh
O=C(CC12CC3CC(CC(C3)C1)C2)NC1CC1,-2,2,1,17,-1,-17,24,5,-2,-0.6
OC(COCc1ccccc1)CN1CCN(c2ccccc2)CC1 (stereo not drawn),-2,-6,-6,2,0,-2,4,-1,11,-2.3
Cc1ccc(SCCC(=O)NCCSCc2ccccc2C)cc1,1,-5,-17,21,8,-21,·,3,7,0.8
CC(=O)c1c(N2CCN(c3ccccn3)CC2)nc(=S)n(-c2ccccc2)c1C,0,-7,-9,16,2,-16,-2,46,7,-0.7
COCCNCC1C(Oc2ccc(Cl)cc2)C(=O)N1c1ccccc1C (stereo not drawn),29,5,1,3,-1,-3,-3,8,2,-0.7
COc1ccc(NC(=S)Nc2ccccc2F)c(OC)c1,10,2,-18,-13,-2,13,·,-3,0,0.7
Cc1ccccc1C(=O)NNC(=O)CSc1nnc(-c2ccncc2)n1-c1ccccc1,0,6,-8,3,-4,-3,-1,10,-3,2.2
O=C1NC(=O)/C(=C\c2ccccc2Oc2ccc(F)c(F)c2)S1,-12,?,10,19,-6,-19,-4,-5,-3,1.0
CN1CCN(CCC(=O)N/N=C/c2ccccc2F)CC1,-6,-1,3,-9,-3,9,5,-5,-2,0.8
O=c1[nH]ncc(N2CCCCCC2)c1Cl,-6,7,-13,14,-6,-14,0,-4,3,2.0

# Screening results from PubChem BioAssay.
